# Source: PubChem (National Center for Advancing Translational Sciences (NCATS))
# Sm TGR inh: qHTS Assay for the Inhibitors of Schistosoma Mansoni Peroxiredoxins. Schistosoma mansoni thioredoxin glutathione reductase (TGR), Q962Y6. purified TGR, DTNB reduction, TNB absorbance 405 nm. Potency, µM (doses to about 114 µM), inactives show at the top dose activity change, negative = inhibition, hits mostly inhibitors. actives 3% (n = 360,000). AID 485364, 2010; active = well fitted inhibition curve with a large enough effect; inconclusive = small, poorly fitted or top-dose-only effect; inactive = no such curve, though single readings can be large or run the other way; also: nearly all actives have a fitted effect of over 60% in size
#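 Kinetic colorimetric format: TGR-catalysed, NADPH-driven DTNB reduction monitored via TNB absorbance. Enzyme dispensed at 20 nM; compound exposure 15 min at room temperature before reaction start.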
# An asterisk follows results filed as active; ? = inconclusive; [ ] = remark or other dose. % is scaled to controls: 0 for no effect and ±100 for the full control effect; potency is read from the fitted curve at half-maximal effect. Not all compounds are listed; count on the stated rates, not on these rows.
mol | Sm TGR inh
Cc1ccc(Cn2c(CNC(=O)Cc3cccc(C)c3)nc3cccnc32)cc1 | -0.6%
Cc1cccc(CNC(=O)c2ccc(NC(=O)N3CCSc4ncccc43)cc2)c1 | 3.4%
COc1ccc(NC(=O)CSc2nccn2C2CCCC2)cc1OC | -4.8%
COc1ccc(-n2c(SCC(=O)Nc3ccc(Cl)c(C)c3)nc3n[nH]c(C)c3c2=N)cc1 | 5.5%
CSc1ccc(CCNC(=O)c2cnn(-c3ccccc3)c2-n2cccc2)cc1 | 5.9%
COc1ccc(CCN2C(=O)c3[nH]nc(-c4ccccc4O)c3C2c2ccccc2)cc1 (stereo unspecified) | 3.0%
Cc1cccc(-c2nc3cc(NC(=O)c4ccc(OCC(C)C)cc4)ccc3o2)c1 | -3.9%
Cc1sc(-n2cccc2)c(C(C)NC(=O)Nc2cccc(C(F)(F)F)c2)c1C (stereo unspecified) | -0.1%
COC(=O)c1cc2sc(Cl)cc2n1CC(=O)Nc1cc(OC)cc(OC)c1 | 34.9%
CCOC(=O)c1cc(-c2ccccc2)n(CCC(=O)Nc2ccc(C(F)(F)F)cc2)c1C | 6.8%
COc1cc(C(=O)N2CCN(c3ccc(Nc4ccc(C)cc4)nn3)CC2)cc(OC)c1OC | 6.5%
CCCOC(=O)c1c(NC(=O)c2nc3ncccn3n2)sc(C(=O)OCC)c1C | 19.9%
CCOC(=O)c1c(NC(=O)Nc2ccc(F)cc2)sc(C(=O)N(C)C)c1C | 0.7%
COc1cccc2cc(C(=O)Nc3ccc(C)cc3)c(=O)oc12 | 6.6%
Cc1ccc(CNC(=O)c2nn(C)c3c2CSc2ccc(C)cc2-3)cc1 | 4.5%
COc1ccc(CC(=O)Nc2sc3c(c2C(=O)Nc2ccc(C)cc2)CCCCC3)cc1 | -6.7%
COC(=O)c1cc(NC(=O)CCc2c(C)nc3nc(C)nn3c2C)cc(C(=O)OC)c1 | -20.5%
CN1CC(=O)Nc2cc(C(=O)O)ccc21 | -16.2%
Cc1ccc(-n2c3c(c(=O)[nH]c2=O)C(NC(=O)c2ccccc2F)(C(F)(F)F)C(=O)N3)cc1C (stereo unspecified) | 6.1%
CC(C)c1nn2c(=O)cc(COC(=O)Cc3ccccc3)nc2s1 | 41.9%[activator]
CC(=O)Nc1cccc(C(=O)NCc2ccc3c(c2)CCN3C(=O)c2ccccc2)c1 | 1.8%
Fc1ccc(Nc2c3c(nc4nncn24)CCC3)cc1 | ?
Cc1cccc(C)c1NS(=O)(=O)c1ccc(NS(=O)(=O)c2ccc3c(c2)OCCO3)cc1 | 3.0%
c1ccc(N2CCN(c3ncnc4c3nc3n4CCCCC3)CC2)cc1 | 1.7%
CCCCN(C)c1nnc(NC(=O)Nc2ccc(Br)c(C)c2)s1 | -0.4%
Cc1ccc(-c2nc(C(=O)NCc3ccccc3Cl)c3n2CCCCC3)cc1 | -0.9%
CCCC(=O)N1c2ccccc2-c2nnc(SC)nc2OC1c1sccc1C (stereo unspecified) | -10.4%
CC(=O)N1c2ccc(S(=O)(=O)N3CCCCCC3)cc2CC1C(=O)NCc1ccccc1C (stereo unspecified) | 1.6%
CCOC(=O)c1ccc(CSc2nnc3cc(C)c4ccccc4n23)cc1 | 2.0%
CCC(O)c1nc2ccccc2n1Cc1cc(C)ccc1C (stereo unspecified) | 4.0%
O=C(CN1C(=O)COc2ccc(S(=O)(=O)N3CCCCCC3)cc21)NCc1ccc(Cl)cc1 | -7.0%
Cc1ccccc1Cn1c(=O)n(CCc2ccccc2)c(=O)c2ccccc21 | 1.6%
Cc1cccc(NC(=O)c2sc3nc(-c4cc5ccc(O)cc5oc4=O)[nH]c(=O)c3c2C)c1 | -0.7%
COc1ccccc1Nc1nn2c(=O)c3ccc(C(=O)Nc4ccc(F)cc4)cc3nc2s1 | 5.5%
CCn1c(=O)c2cc(C(=O)N(CCN(C)C)Cc3ccccc3)sc2c2ccccc21 | 33.7%
COc1ccc(NC(=O)Cn2cnc3ccc(S(=O)(=O)N4CCC(C)CC4)cc3c2=O)cc1Cl | -1.8%
Cc1cccc(C(C)C)c1NC(=O)C1CCCN1S(=O)(=O)c1cccc2nsnc12 (stereo unspecified) | 1.2%
O=C(C1CCN(c2ncnc3c2nc2n3CCCCC2)CC1)N1CCN(c2ccc(Cl)cc2)CC1 | -8.1%
Cc1cc(SCC(=O)NCc2ccccc2)nc(=O)[nH]1 | 7.6%
CC1=C(C(=O)Nc2cccc(C(F)(F)F)c2)C(c2ccccc2)n2ncnc2N1 (stereo unspecified) | 2.2%
CC(C)Oc1ccc(C(=O)N2CCN(CCc3ccccn3)CC2)cc1 | 1.3%
COc1cc(OC)c(NC(=O)Cn2cnc3c(nc4n3CCCCC4)c2=O)cc1Cl | 5.3%
COc1ccc(CC(=O)NCc2nc3cccnc3n2Cc2ccc(C)cc2)cc1 | 0.5%
COc1ccc(N2CC(NC(=O)Cc3cccs3)CC2=O)cc1OC (stereo unspecified) | 4.6%
CCOc1ccccc1NC(=O)Cn1c(=O)n(Cc2ccccc2)c(=O)c2c(C)c(C)sc21 | -1.2%
COc1ccc(C(=O)NNc2ncnc3c2cnn3-c2ccc(C)cc2C)cc1 | ?
CCn1cc(C(=O)NCCN(CC(C)C)CC(C)C)c(=O)c2cc(S(=O)(=O)N(C)C3CCCCC3)ccc21 | 0.4%
Cc1cccc(C(=O)Nc2nnc(S(=O)(=O)N(C)Cc3ccc(Cl)cc3)s2)c1 | 0.2%

# Exported with each value named: entries from further up
Cc1cccc(C(=O)Nc2nnc(S(=O)(=O)N(C)Cc3ccc(Cl)cc3)s2)c1
  Sm TGR inh: 0.2%

COc1cc(OC)c(NC(=O)Cn2cnc3c(nc4n3CCCCC4)c2=O)cc1Cl
  Sm TGR inh: 5.3%

CCOc1ccccc1NC(=O)Cn1c(=O)n(Cc2ccccc2)c(=O)c2c(C)c(C)sc21
  Sm TGR inh: -1.2%

COc1ccc(CC(=O)NCc2nc3cccnc3n2Cc2ccc(C)cc2)cc1
  Sm TGR inh: 0.5%

# Random excerpt: 3 records from the list
mol | Sm TGR inh
COc1ccc(C(=O)NNc2ncnc3c2cnn3-c2ccc(C)cc2C)cc1 | ?
CN1CC(=O)Nc2cc(C(=O)O)ccc21 | -16.2%
Cc1cc(SCC(=O)NCc2ccccc2)nc(=O)[nH]1 | 7.6%

# Additional records
mol | Sm TGR inh
COCCNC(=O)Cn1nc(N2CCN(c3ccccc3OC)CC2)ccc1=O | 3.2%
CCOc1ccccc1NC(=O)Cn1c(=O)n(Cc2ccccc2)c(=O)c2c3c(sc21)CN(C(C)=O)CC3 | -1.6%
COc1ccc(C2CC(=O)Nc3c2c(=O)n(C)c2nc4ccccc4n32)cc1 (stereo unspecified) | -11.5%
Cc1cc(N2CCCCC2)nc2ccc(NC(=O)c3cccc(Cl)c3)cc12 | 1.9%
COc1ccc(CCNC(=O)CCCn2c(=O)c3ccccc3n(CC(=O)Nc3cc(Cl)ccc3C)c2=O)cc1OC | 6.8%
CC1CCCCN1C(=O)CSc1nnc(-c2ccccc2Cl)o1 (stereo unspecified) | -0.5%
CCc1ccccc1NC(=O)Cn1c(=O)n(CCCS(=O)(=O)C2CCCCC2)c(=O)c2ccccc21 | ?
COc1ccc(Cn2c(CO)cnc2SCc2ccc(F)cc2)cc1 | 2.2%
O=C(NC1CCCCC1)c1ccc(CSc2nc3ccncc3n2Cc2ccc(F)cc2)cc1 | -12.3%
CCCCCn1c(=O)[nH]c2cc(C(=O)NCc3ccc(OC)cc3)ccc2c1=O | 5.1%
Cc1ccc(NC(=O)c2cc(S(=O)(=O)N3CCc4ccccc43)ccc2F)cc1Cl | 6.5%
Cc1cccc(N2CCN(C(=O)c3ccc(NC(=O)c4nsc5ccccc45)cc3)CC2C)c1 (stereo unspecified) | 1.9%
Cc1ccc(-c2cc(NC(=O)COc3ccc(Cl)cc3C)on2)cc1 | 2.6%
O=S(=O)(NCCc1csc2nc(-c3ccccc3)nn12)c1cccs1 | -23.5%
Cc1ccc2oc(=O)n(CCNC(=O)Nc3ccccc3C)c2c1 | 16.2%
CCOCCCNC(=O)C(c1ccc(OC)cc1)N(Cc1cccs1)C(=O)c1ccc(NC(C)=O)cc1 (stereo unspecified) | -5.5%
Cc1ccc(Cn2cnc3c(oc4ccccc43)c2=O)cc1 | -6.0%
Cc1ccc(-c2nc3cccnc3s2)cc1NC(=O)Cc1ccccc1 | -2.1%
Cc1cn2c(=O)cc(COC(=O)c3ccc(NC(=O)COc4ccccc4C)cc3)nc2s1 | 0.0%
CCOC(=O)c1ccccc1NC(=O)c1cc2c(=O)oc3ccc(C)cc3c2s1 | 0.7%
COc1cc(C(=O)N2CCN(CCc3ccncc3)CC2)cc(OC)c1OC | -8.4%
COc1ccc(CCNC(=O)Cn2nc(C)n3c(cc4cc(F)ccc43)c2=O)cc1OC | 4.0%
O=C(NCc1cccc(F)c1)C1CCN(c2nn3cc(-c4ccc(F)cc4)nc3s2)CC1 | 5.5%
COc1cccc(C(=O)c2cn(CC(=O)NCCc3ccccc3)c3nc(C)ccc3c2=O)c1 | -13.2%

# Remaining list, next part
Molecule | Sm TGR inh
CCOc1ccccc1NC(=O)Cn1c(=O)nc(-c2ccccc2F)c2cc(Cl)ccc21 | -11.6%
Cc1ccc(-n2ncc(C(=O)N3CCN(c4cccc(C)c4)C(C)C3)c2C2CCN(C(=O)OC(C)(C)C)CC2)cc1 (stereo unspecified) | -11.5%
O=C(Oc1ccccc1F)c1nc(SCc2ccccc2F)ncc1Cl | -3.4%
COc1cccc(CNC(=O)C2(c3cccs3)CCOCC2)c1 | 10.5%
Cc1oc(-c2ccccc2Cl)nc1CSc1nc2ncccc2[nH]1 | 2.5%
CC(NC(=O)CN1C(=O)COc2ccc(S(=O)(=O)N3CCCCCC3)cc21)c1ccccc1 (stereo unspecified) | -0.6%
CCOC(=O)c1ccccc1NC(=O)c1cn(CC(C)C)c(=O)c2cc(OC)c(OC)cc12 | -16.6%
CCOC(=O)c1ccc(NC(=O)NCCOCCn2c(=O)oc3ccccc32)cc1 | 6.2%
COc1ccc(Cl)cc1NC(=O)CSC1=Nc2ccccc2C2=NC(CC(=O)NCc3cccs3)C(=O)N12 (stereo unspecified) | 0.7%
Cc1cccc2c1-c1sc(C(=O)N3CCN(c4ccc(F)cc4)CC3)cc1CO2 | 2.4%
O=C(C1COc2ccccc2O1)N1CCN(c2nc3c(F)cccc3s2)CC1 (stereo unspecified) | -5.6%
O=S(=O)(c1cc(Br)c(Br)s1)N1CCN(c2ccccc2)CC1 | 14.5%
Cc1cc(C)cc(-n2c(/C=C/c3cccc(F)c3)nc3ccccc3c2=O)c1 | 0.2%
CCOc1ccc(-n2cc(-c3ccccc3)c3c(N4CCN(c5ccccc5OC)CC4)ncnc32)cc1 | 1.8%
CCC(=O)N1c2ccccc2CC1C(=O)NCCN1CCN(c2cccc(C(F)(F)F)c2)CC1 (stereo unspecified) | -4.4%
CCOC(=O)CSc1nc(-c2ccc(Cl)cc2)cc(C(F)(F)F)c1C#N | 14.7%
CCOc1ccc(NC(=O)CSC2=Nc3ccccc3C3=NC(CC(=O)NCc4ccco4)C(=O)N23)cc1 (stereo unspecified) | -2.9%
CCCCNC(=O)C(CC)Sc1nnc(-c2ccc(F)cc2)c(-c2ccc(F)cc2)n1 (stereo unspecified) | 10.0%
CCOc1ccc(NC(=O)Cn2c(=O)n(CCCCC(=O)NCCc3ccc(Cl)cc3)c(=O)c3ccccc32)cc1 | -1.1%
Cc1ccc(Cn2c(CNS(=O)(=O)c3ccc(C(C)(C)C)cc3)nc3cccnc32)cc1 | -4.0%
Cc1cc(C)cc(Oc2coc3c(CN4CCN(C)CC4)c(O)ccc3c2=O)c1 | -17.6%
CCOc1ccc(C2Nc3ccccc3-c3nnc(SCc4ccccc4)nc3O2)cc1OC (stereo unspecified) | -6.5%
CCCNC(=O)c1cc2n(n1)CCCN(Cc1ccc(F)cc1)C2=O | 5.5%
COC(=O)c1ccc(Cn2nnc3sc4c(c3c2=O)CCC(C)C4)cc1 (stereo unspecified) | 11.7%
O=C(COc1ccc(F)cc1)NCc1ccc2c(c1)CCN2C(=O)c1ccccc1 | -2.1%
Cc1ccccc1CNC(=O)c1ccc(-c2nc(CS(=O)(=O)c3ccccc3)c(C)o2)cc1 | ?
COc1ccc(/C=C/C(=O)Nc2nc3n(n2)C(c2ccccc2)C=C(c2ccc(Cl)cc2)N3)cc1 (stereo unspecified) | 1.4%
CCS(=O)(=O)c1ncc(Cl)c(C(=O)Nc2c(C(=O)Nc3cccc(C)c3)oc3ccccc23)n1 | 3.0%
Cc1[nH]c2ccc(C(=O)Nc3ccc(F)cc3)cc2c1C | -7.2%
COc1ccccc1CCNC(=O)C(=O)NCC(c1ccco1)S(=O)(=O)c1ccc(F)cc1 (stereo unspecified) | 17.8µM*
C=CCc1c(C)nc2nc(SCC(=O)Nc3ccc(OCC)cc3)nn2c1C | 8.8%
COc1ccc(-c2cn3nc(N4CCCC(C(=O)Nc5cccc(OC)c5)C4)sc3n2)cc1 (stereo unspecified) | 19.1%
Cc1nn2c(-c3cccc(NC(=O)c4ccc(Cl)cc4)c3)nnc2c2ccccc12 | ?
Cc1ccccc1OCC(=O)Nc1ccc2[nH]c(=O)sc2c1 | 4.2%
Cc1ccc(-n2nnc(-c3nsc(NC(=O)c4ccccc4C)n3)c2C)cc1Cl | 0.1%
COc1ccc(CNC(=O)CCc2nc(-c3ccc(C)cc3)no2)c(OC)c1 | 6.4%
CC(=O)Nc1ccc(S(=O)(=O)NCc2ccc3c(c2)CCN3C(C)=O)cc1 | 2.6%
